# Screening data deposited in PubChem BioAssay by National Center for Advancing Translational Sciences (NCATS).
# HP1b binding inh: HP1-beta chromodomain-methylated histone interaction inhibition; Potency, µM (doses to about 114 µM), without a hit: at the highest dose activity change, negative = inhibition, hits mostly inhibitors; AID 540317; P83916; AlphaScreen HP1-beta / biotin-H3K9me3 peptide binding; hit rate 0.56% among 390,000; note: nearly all actives have a fitted effect of over 70% in size; inactives centre near 23
#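 Compound inhibition of the preformed complex between 50 nM HP1-beta and 50 nM biotinylated H3K9me3 peptide was read by AlphaScreen. Buffer was PBS pH 7.4 with 0.01% Tween-20. Incubations ran 30 min at room temperature, with 10 ug/mL donor/acceptor beads.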
# BLM inh: inhibitors of human Bloom syndrome helicase BLM. hit rate 0.2% among 350,000. P54132. recombinant BLM DNA unwinding, fluorescence dequenching. Potency, µM (top dose mostly 56.1 µM), inactives show at the top dose activity change, negative = inhibition, usual class: inhibitors;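 note: plate controls were vehicle for no effect and no enzyme for full effect; nearly all actives have a fitted effect of over 35% in size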
# Target sequence (P54132 whole entry, looked up): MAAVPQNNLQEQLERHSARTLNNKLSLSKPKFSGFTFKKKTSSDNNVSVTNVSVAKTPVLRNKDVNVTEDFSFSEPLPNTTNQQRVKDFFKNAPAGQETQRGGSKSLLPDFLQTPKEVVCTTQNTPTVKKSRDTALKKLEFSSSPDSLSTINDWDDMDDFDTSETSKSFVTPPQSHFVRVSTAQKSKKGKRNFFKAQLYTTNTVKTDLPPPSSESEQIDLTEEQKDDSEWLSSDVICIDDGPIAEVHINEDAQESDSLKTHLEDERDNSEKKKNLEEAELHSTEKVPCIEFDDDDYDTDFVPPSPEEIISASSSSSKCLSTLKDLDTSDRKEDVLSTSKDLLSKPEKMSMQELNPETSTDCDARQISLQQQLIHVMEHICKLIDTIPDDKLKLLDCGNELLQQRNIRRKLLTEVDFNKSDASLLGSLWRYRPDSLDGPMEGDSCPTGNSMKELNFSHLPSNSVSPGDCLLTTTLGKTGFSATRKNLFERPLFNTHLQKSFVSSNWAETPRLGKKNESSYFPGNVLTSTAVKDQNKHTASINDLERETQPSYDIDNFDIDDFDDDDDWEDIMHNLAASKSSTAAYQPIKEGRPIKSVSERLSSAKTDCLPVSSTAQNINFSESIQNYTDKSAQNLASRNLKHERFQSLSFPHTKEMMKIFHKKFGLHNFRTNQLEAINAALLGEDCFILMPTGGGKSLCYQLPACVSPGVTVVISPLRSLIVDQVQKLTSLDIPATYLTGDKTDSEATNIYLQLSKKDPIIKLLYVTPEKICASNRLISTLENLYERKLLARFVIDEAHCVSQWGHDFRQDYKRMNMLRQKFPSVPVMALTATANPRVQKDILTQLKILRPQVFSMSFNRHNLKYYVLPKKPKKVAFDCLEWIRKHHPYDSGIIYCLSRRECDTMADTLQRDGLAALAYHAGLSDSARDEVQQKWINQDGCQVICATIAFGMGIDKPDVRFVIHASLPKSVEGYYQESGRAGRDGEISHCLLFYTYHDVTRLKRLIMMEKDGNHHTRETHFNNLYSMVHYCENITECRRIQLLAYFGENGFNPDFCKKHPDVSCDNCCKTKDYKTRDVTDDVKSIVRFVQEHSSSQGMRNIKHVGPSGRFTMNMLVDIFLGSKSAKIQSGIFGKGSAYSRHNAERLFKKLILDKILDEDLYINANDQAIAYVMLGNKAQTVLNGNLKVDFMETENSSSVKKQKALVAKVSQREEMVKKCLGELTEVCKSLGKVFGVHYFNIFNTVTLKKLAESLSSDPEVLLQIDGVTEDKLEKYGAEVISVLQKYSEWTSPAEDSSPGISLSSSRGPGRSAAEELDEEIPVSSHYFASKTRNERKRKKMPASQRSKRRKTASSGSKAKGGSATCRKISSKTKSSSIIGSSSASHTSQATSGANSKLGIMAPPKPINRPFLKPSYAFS
# Pol iota inh: inhibitors of human DNA polymerase iota | Q9UNA4 | Pol iota fluorescent replication assay, 10 min | Potency, µM (doses to about 115 µM), for the others: at the top dose activity, negative = inhibition, usual class: inhibitors | hit rate 1% among 390,000 | AID 588590
#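 Fluorescent replication assay read twice, at 0 min and 10 min after adding 50 nM (final) substrate. Enzyme (10 nM) and compounds were first incubated 15 min at room temperature; enzyme-free buffer wells were negative controls.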
# G9a inh: blocks human histone lysine methyltransferase G9a; Q96KQ7; G9a H3K9 monomethylation, AlphaScreen, 2 h; Potency, µM (top dose mostly 102 µM), inactives show top-dose activity, negative = inhibition, hits mostly inhibitors; hit rate 8.8% among 350,000; AID 504332; note: % is set by controls: 0 for no effect and ±100 for the full control effect; nearly all actives have a fitted effect of over 75% in size
#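 Methyltransferase reactions run at room temperature for 2 h (20 nM enzyme, 500 nM biotin-H3K9 peptide, 20 uM SAM) after a 15 min compound preincubation; product detected by AlphaScreen beads and anti-H3K9me1 antibody.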
# JMJD2A Tudor: blocks the human JMJD2A Tudor domain. O75164. AlphaScreen JMJD2A-Tudor / H3K4me3 peptide binding. Potency, µM (highest dose often 114 µM), inactives show at the top dose activity change, negative = inhibition, most hits filed as inhibitors. hit rate 4.4% among 390,000; note: % is set by controls: 0 for no effect and ±100 for the full control effect; nearly all actives have a fitted effect of over 50% in size
# BAZ2B block: inhibitors of human BAZ2B bromodomain | Q9UIF8 | AlphaScreen BAZ2B-H3K14Ac peptide displacement | Potency, µM (series often up to 114 µM), without a hit: at the highest dose activity change, negative = inhibition, usual class: inhibitors | hit rate 4.4% among 360,000; note: % is set by controls: 0 for no effect and ±100 for the full control effect; nearly all actives have a fitted effect of over 60% in size
#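 AlphaScreen displacement: compounds (up to 110uM) incubated 30 min at room temperature with a preformed 50 nM BAZ2B/50 nM biotinylated H3K14Ac peptide complex in PBS pH 7.4 with Tween-20. Donor and acceptor beads at 10 ug/mL final added, 20 min light-protected before reading.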
# GLS inhibitor: inhibitors of human glutaminase (GLS). O94925. GLS enzymatic activity, qHTS titration. Potency, µM (series often up to 45.5 µM), without a hit: at the highest dose activity change, negative = inhibition, actives largely listed as inhibitors. hit rate 0.21% among 410,000. AID 624170; note: % is set by controls: 0 for no effect and ±100 for the full control effect
#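 hKGA; 45 mM KH2PO4 pH 8.2 + 0.02% Tween-20; cpd via pin tool; 1 mM Gln soln; GluOx/HRP/Amplex Red; RT 30 min; fluor. t0 & final.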
# PGK inhibitor: blocks T. brucei phosphoglycerate kinase; P07378; PGK/GAPDH coupled, Kinase-Glo luminescence, 60 min; Potency, µM (highest dose often 57.5 µM), inactives show at the top dose activity change, negative = inhibition, hits mostly inhibitors; hit rate 0.043% among 380,000; note: % is set by controls: 0 for no effect and ±100 for the full control effect; nearly all actives have a fitted effect of over 60% in size
#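 Recombinant glycosomal PGK reaction used 1,3-bisphosphoglycerate generated in-well by GAPDH (100nM final) in 100mM TEA pH 7.6, 5mM MgCl2, 0.01% Tween-20. After 60 minutes at room temperature, ATP was read by Kinase-Glo Plus luminescence end-point.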
# Pin1 inhibitor: blocks the human prolyl isomerase Pin1; Pin1 FP peptide displacement, HiFluor488, 10 min; hit rate 0.009% among 390,000; Q13526; Potency, µM (series often up to 115 µM), for inactives: at the top dose activity, negative = inhibition, hits mostly inhibitors; AID 504891; active = well fitted inhibition curve with a large enough effect in the polarisation, with a control signal flat, not every such curve was filed as active; inconclusive = small, poorly fitted or top-dose-only effect, or effect the other way, or a change in a side signal; inactive = no such curve, though single readings can be large or run the other way; the % refers to the polarisation; note: % is set by controls: 0 for no effect and ±100 for the full control effect
# The depositor's hits bear a star; i = inactive; ? = inconclusive; / = no result given; & = joins results of further samples; [ ] = dose if it differs, or a comment. Unless noted, calls come from the whole dose curve; as a rule, active = well fitted curve in the direction sought with a large enough effect; inconclusive = small, poorly fitted or top-dose-only effect, or another doubt; inactive = no such curve, though single readings can be large; an effect the other way counts as inactive or inconclusive. Potency is the fitted concentration of half-maximal effect.
SMILES,HP1b binding inh,BLM inh,Pol iota inh,G9a inh,JMJD2A Tudor,BAZ2B block,GLS inhibitor,PGK inhibitor,Pin1 inhibitor
COc1ccc(N2CCN(S(=O)(=O)c3ccc(-c4coc(C)n4)cc3)CC2)cc1,11%[57 µM],-10%,?,?,-32%,?,3%,-8%,-4%
CSc1nc(C)cc(SCC(=O)N/N=C/c2ccccc2)n1,13%,4%,-15%,10%,-21%,14%,4%,-3%,-5%
O=[N+]([O-])c1ccc(N=Nc2ncc[nH]2)cc1,20%,-8%,20%,?,-20%,-31%,4%,9%,1%
Cc1cc(N2CCCC2)ccc1NC(=O)CN1C(=O)NC2(CCCCC2)C1=O,-19%,/,44%[activator],3.5µM*,-36%,-35%,?,-2%,-7%
Cc1ccc(-n2nc3c(=O)n(CC(=O)NC(C)CCc4ccccc4)nc(C)c3c2C)cc1 (stereo unspecified),43%[activator],-22%,24%,-8%,-7%,0%,-4%,-2%,-1%
COc1ccc(CN2CCN(Cc3ccc4cc(F)ccc4n3)CC2CCO)c(C)c1C (stereo unspecified),51%[activator],-2%,7%,50µM*,-27%,-33%,-6%,i,-5%
CCOc1ccc(-c2cc3c(=O)n(CC(=O)NCc4ccc(Cl)cc4)ccn3n2)cc1,9%,-7%,7%,5%[59 µM],-14%,-4%,-1%,/,5%
Cc1cc(=O)oc2cc(NC(=O)c3cc([N+](=O)[O-])ccc3N3CCOCC3)ccc12,9%,5%,99%[activator],40µM*,-23%,-11%,2%,9%,6%
COc1ccc2c(c1)c1c(c(=O)n(-c3ccc(F)c(Cl)c3)c(=O)n1CC(=O)N1CCCC1)n2C,14%,-3%,?,-6%[59 µM],-8%,-10%,10%,-8%,-8%
CCN(CC)S(=O)(=O)c1cc(C(=O)NCCN2CCOCC2)ccc1Cl,33%,-2%,7%,?,-12%,-20%,1%,-5%,-8%
Cc1ccc(N2C(=O)N(CC(=O)Nc3c(C)cc(C)cc3Cl)C(=O)C2C)cc1 (stereo unspecified),12%,/,11%,10%[12.7 µM],-6%,9%,-3%,10%,0%
Cc1ccc(CNC(=O)C2CCCN(S(=O)(=O)c3cccnc3)C2)cc1 (stereo unspecified),35%,1%,16%,10%[59 µM],-3%,8%,-3%,15%,1%
Cc1c2ccccc2cc(Cc2ccccc2)[n+]1C,28%,-1%,13%,28µM*,-1%,-13%,-6%,-4%,-9%
COc1ccc(S(=O)(=O)N2CCOCC2)cc1C(=O)NCC(c1ccccc1)c1ccccc1,23%,/,5%,/,-2%,/,-16%,i,11%
CCOc1ccc(OCCSc2nnnn2-c2ccccc2)cc1,103%[activator],-8%,5%,137%[activator],27%,49%[activator],2%,-7%,-7%
O=C1C2C3CCC(O3)C2C(=O)N1c1cccc(O)c1 (stereo unspecified),23%,-4%,-8%,13%[0.501 µM],-12%,-19%,-1%,-5%,-3%
CC(C)C(NC(=O)/C=C/c1cccc([N+](=O)[O-])c1)C(C)C,37%,1%,5%,24%[59 µM],4%[57.1 µM],1%,8%,5%,2%
O=C(Nc1nc2ccc(F)cc2s1)c1ccc(N2CCCC2=O)cc1,11%,/,16%,7%,-7%,9%,5%,-5%,-2%
CCS(=O)(=O)Nc1cc2c3c(c1)CCC(=O)N3CCC2,26%,-1%,8%,19%[59 µM],-8%,-12%,12%,-8%,-3%
O=C(Cc1ccc(Cl)cc1)Nc1cc(S(=O)(=O)N2CCOCC2)ccc1N1CCCC1,36%,-4%,38%[activator],45µM*,-7%[11.4 µM],-9%,0%,-6%,9%
Cc1[nH]n(-c2ccccc2)c(=O)c1C1(C(F)(F)F)C(=O)N(c2ccc(F)cc2)C2=C1C(=O)CC(C)(C)C2 (stereo unspecified),1%,-1%,4%,5%[12.7 µM],-20%,-32%,-15%,9%,-1%
CC(=O)c1ccc(NC(=O)NC2CC(=O)N(c3ccc4c(c3)OCCO4)C2)cc1 (stereo unspecified),-4%,/,-14%,4%,-18%,-10%,-3%,-5%,-5%
COc1cc(NC(C)CCCN)c2ncccc2c1Oc1ccccc1 (stereo unspecified),-2%,-10%,?,-11%[59 µM],-35%,?,-27%,-1%,7%
COc1ccc(/C=C(/C#N)c2nc(-c3ccc(-c4ccccc4)cc3)cs2)cc1,37%,-4%,30%[activator],6%[59 µM],-9%,6%,-6%,-6%,-5%
Cc1oc2c(C)c3oc(=O)c(CCC(=O)NCCCn4ccnc4)c(C)c3cc2c1C,31%,3%,8%,6%[12.7 µM],-33%,?,-5%,-4%,2%
CCOC(=O)Cn1ccc(NC(=O)COc2ccc(F)cc2F)n1,57%[activator],0%,33%,9%,-15%,3%,-1%,i,-1%
CCCCNC(=O)CSc1nc(CCC)nc2ccccc12,47%[activator],-3%,35%,54%[activator],10%,12%,0%,2%,-5%
CN(CC(=O)Nc1ccccc1Br)C(=O)c1cccc(S(=O)(=O)N2CCc3ccccc32)c1,3%,/,-9%,/,-30%,/,13%,-3%,5%
Cc1cccc2sc(NC(=O)C3CSC4(C)CCC(=O)N34)nc12 (stereo unspecified),30%,-2%,23%,-13%,-18%,?,6%,1%,1%
COc1ccc(/C=C/CN2CCN(Cc3cccc(OC)c3)C(CCO)C2)cc1 (stereo unspecified),39%,0%,28%,/,-3%,-17%,-4%,-1%,2%
O=C(Nc1ccc(Cl)cc1)N1CCN(c2ncccn2)CC1,38%,-5%,5%,/,-8%,0%,-3%,i,-10%
Cc1ccc(Oc2ccc(C(=O)NCc3ccncc3)cc2)cc1,27%,-8%,41%[activator],1%,-31%,-17%,-1%,-4%,-1%
C/C(=N/NC(=O)CNC(=O)C(c1ccccc1)c1ccccc1)c1ccco1,-18%,-19%,29%,/,-22%,0%,0%,-2%,0%
CC(C)CN(CCNC(=O)c1cn(C)c2ccc(S(=O)(=O)N3CCCC3)cc2c1=O)CC(C)C,52%&39%[activator],0%&1%,-16%&-4%,45%,24%&5%,-3%,1%&-12%,-8%&-1%,11%&1%
Cc1ccc(COC(=O)CN2C(=O)NC3(CCCCC3C)C2=O)cc1 (stereo unspecified),36%,/,-4%,-2%[0.501 µM],4%,0%,-5%,-4%,-1%
CC1Cc2ccccc2N1C(=O)c1nn(C)cc1Br (stereo unspecified),8%,-1%,4%,8%[59 µM],-11%,10%,17%,-11%,-8%
O=C(c1ccc(Br)o1)N1CCN=C1SCc1cccc(F)c1,40%[activator],3%,-15%,10%,-4%,11%,4%,3%,4%
C=CCNC(=O)c1ccc(Sc2ccccc2)c([N+](=O)[O-])c1,1%,-5%,9%,-9%[2.33 µM],-26%,-38%,-8%,0%,-14%
Cc1cccc(Nc2nnc(SCC(=O)NC3CCCc4ccccc43)s2)c1 (stereo unspecified),12%,-1%,125%[activator],?,-9%,-9%,-1%,10%,-6%
Cc1ccn2c(c1)nc(=O)c1cc(S(=O)(=O)N3CCCCC3)c(Cl)cc12,42%[activator],-2%,16%,-5%[59 µM],-1%,-15%,1%,-5%,1%
Cc1ccc(C(=O)CNc2ccccc2C)cc1,14%,-2%,9%,?,-13%,-6%,8%,3%,2%
COC(=O)c1sccc1NC(=S)N1CCN(c2ccc(F)cc2)CC1,-11%,-11%,2%,?,-18%,-32%,6%,-6%,-3%
CCOC(=O)c1ccc(S(=O)(=O)N2CCN(S(=O)(=O)CC)CC2)cc1,9%,0%,-2%,-9%[59 µM],-3%,31%,13%,-1%,2%
COc1ccc(C(=O)N2CCN=C2SC)cc1OC,10%,2%,-2%,-34%,4%,-3%,4%,-2%,6%
Cc1ccc(S(=O)(=O)N[C@H](C(=O)OCC(=O)N2N=C(c3ccc(Cl)cc3)CC2c2ccco2)C(C)C)cc1 (stereo partly specified),-7%,-7%,0%,5%[59 µM],-21%,-37%,0%,-3%,24%
Cc1cc(C(=O)CSc2nnc(-c3cccc(F)c3)n2N)c(C)n1Cc1ccc2c(c1)OCO2,8%,-17%,?,-22%[59 µM],?,-37%,-11%,i,55%[activator]
O=S1(=O)C=C(Sc2nnc(-c3ccccc3)o2)c2ccccc21,7%,-3%,-6%,54%[59 µM],-12%,13%,8%,7%,5%
CN(Cc1ccccc1)C(=O)Cn1cccc1C(=O)c1ccccc1,33%[activator],-5%,-8%,15%,-9%,-1%,-15%,-8%,-3%
CN(C)/C(=N\S(=O)(=O)c1ccccc1)c1ccc(Cl)cc1,10%,-1%,-20%,-4%[2.33 µM],-12%,6%,0%,-1%,-1%
CCOc1ccc(NC(=O)CS(=O)(=O)Cc2nc(-c3ccc(C)cc3)oc2C)cc1,42%[activator],-2%,11%,-16%[59 µM],0%,-12%,-12%,-8%,15%
CCC(C)NC(=O)C1CCCN(C(=O)Nc2ccc(F)cc2)C1 (stereo unspecified),29%,3%,21%,14%,-10%,4%,-1%,-9%,-3%
C#CCSc1nnc(-c2sc(-c3ccccc3)nc2C)n1C,48%,1%,-10%,10%,-7%,0%,-3%,-2%,0%
COCCCNC(=O)C[C@H]1C[C@H](C(=O)N2CCOCC2)[C@@]2(CCC3CCCC3)c3[nH]c4ccc(Cl)cc4c3CCN2C1=O,29%,/,21%,/,-10%,/,0%,0%,-2%
CCOc1ccc(-c2cc3nc(C4CCN(C(=O)OC(C)(C)C)CC4)c(C(=O)Nc4cc(OC)ccc4OC)cn3n2)cc1,28%,-17%,74%[activator],-34%[59 µM],?,?,16%,i,45%[activator]

# Three compounds already listed, sorted by SMILES length, smallest number first:
SMILES,HP1b binding inh,BLM inh,Pol iota inh,G9a inh,JMJD2A Tudor,BAZ2B block,GLS inhibitor,PGK inhibitor,Pin1 inhibitor
COc1ccc(C(=O)N2CCN=C2SC)cc1OC,10%,2%,-2%,-34%,4%,-3%,4%,-2%,6%
CN(C)/C(=N\S(=O)(=O)c1ccccc1)c1ccc(Cl)cc1,10%,-1%,-20%,-4%[2.33 µM],-12%,6%,0%,-1%,-1%
Cc1cc(C(=O)CSc2nnc(-c3cccc(F)c3)n2N)c(C)n1Cc1ccc2c(c1)OCO2,8%,-17%,?,-22%[59 µM],?,-37%,-11%,i,55%[activator]

# A portion of the library, so the mix of outcomes need not match the whole.
